D2 agonist: agonists of human D2 dopamine receptor; P14416; HEK293 T-REx D2 cells, calcium flux agonist mode; activation, % at 2 µM; 340,000 tested, 0.53% active;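 active = activation over 3 SD above normal in the single-dose calcium agonist read, cut at about 30% in these data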; note: 0% is about no effect
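Tetracycline-induced HEK293 Trex cells with D2 receptor force-coupled to calcium signaling, plated overnight at 30 C and loaded with no-wash calcium dye. Calcium flux read kinetically for 180 s after compound addition; responses flag agonists.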
D2 PAM: positive allosteric modulators of human D2 dopamine receptor; HEK293 T-REx D2, calcium flux, EC20 dopamine potentiation; potentiation, % at 10 µM; 340,000 tested, 0.34% active;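 active = potentiation over 3 SD above the plate norm, cut at about 30% in these data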; note: 0% is about no effect
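Calcium flux readout, no-wash dye, 1 read/s. Inducible HEK293 Trex D2 line, overnight 30 C. Compound alone 180 s (agonist flags), then EC20 dopamine, another 180 s to score potentiation.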
D2 antagonist: antagonists of human D2 dopamine receptor | inhibition, % at 10 µM | 340,000 tested, 2% active | HEK293 TREx D2 cells, calcium flux, dopamine EC80; in the data active = inhibition above about 30%; note: 0% is about no effect
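Antagonism is scored as inhibition of an EC80 dopamine-evoked calcium signal in a force-coupled, tetracycline-inducible HEK293 T-REx D2 line, with compound present 180 s before agonist.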
D1 ag: agonists of human D1 dopamine receptor; activation, % at 2 µM; AID 504660; HEK293 T-REx D1 cells, calcium flux, agonist mode; 360,000 tested, 1% active; note: 0% is about no effect
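Tetracycline-induced HEK293 TREx D1 cells, force-coupled to calcium signalling, were dye-loaded with a no-wash calcium kit. Compound was pin-added after a 10 s baseline. Fluorescence was read kinetically at 1 cycle/s for 180 s, with calcium rises flagged as agonism.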
TRHR agonist: agonists of human TRH receptor; TRHR cells, calcium flux fluo-8, FDSS agonist mode; activation, % at 2 µM; 360,000 tested, 0.18% active; AID 493084; note: 0% is about no effect
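TRHR-expressing cells, plated overnight in medium with 10% serum, were loaded with fluo-8 calcium dye at room temperature. After a 10 s baseline, library compound was pin-added and calcium release was recorded kinetically (ex 480/em 530) as agonist response.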
TRHR enhancer: allosterically enhances the human TRH receptor; P34981; TRHR cells, fluo-8 calcium fluorescence, EC20 TRH enhancement; enhancement, % at 2 µM; 360,000 tested, 0.66% active; in the data active = enhancement above about 30%; note: 0% is about no effect
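TRHR-expressing cells loaded with fluo-8 calcium dye were read kinetically (ex 480/em 530) during compound addition, then stimulated with an EC20 of TRH (10 nM final). Enhancement of the Gq-mediated intracellular calcium response was scored.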
RXFP1 antagonist: antagonists of human relaxin receptor RXFP1; activity change, negative = inhibition, % at 57.5 µM; HEK293-RXFP1, relaxin-stimulated cAMP HTRF, 30 min; active compounds read low; 350,000 tested, 0.59% active; Q9HBX9;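 active = activity change of -60% or lower, but not beyond a set lower limit; inconclusive = change between -60% and -40%, or beyond the set limit; inactive = change above -40%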; note: % is set by controls: 0 for no effect and ±100 for the full control effect
Target sequence (Q9HBX9 whole entry, looked up): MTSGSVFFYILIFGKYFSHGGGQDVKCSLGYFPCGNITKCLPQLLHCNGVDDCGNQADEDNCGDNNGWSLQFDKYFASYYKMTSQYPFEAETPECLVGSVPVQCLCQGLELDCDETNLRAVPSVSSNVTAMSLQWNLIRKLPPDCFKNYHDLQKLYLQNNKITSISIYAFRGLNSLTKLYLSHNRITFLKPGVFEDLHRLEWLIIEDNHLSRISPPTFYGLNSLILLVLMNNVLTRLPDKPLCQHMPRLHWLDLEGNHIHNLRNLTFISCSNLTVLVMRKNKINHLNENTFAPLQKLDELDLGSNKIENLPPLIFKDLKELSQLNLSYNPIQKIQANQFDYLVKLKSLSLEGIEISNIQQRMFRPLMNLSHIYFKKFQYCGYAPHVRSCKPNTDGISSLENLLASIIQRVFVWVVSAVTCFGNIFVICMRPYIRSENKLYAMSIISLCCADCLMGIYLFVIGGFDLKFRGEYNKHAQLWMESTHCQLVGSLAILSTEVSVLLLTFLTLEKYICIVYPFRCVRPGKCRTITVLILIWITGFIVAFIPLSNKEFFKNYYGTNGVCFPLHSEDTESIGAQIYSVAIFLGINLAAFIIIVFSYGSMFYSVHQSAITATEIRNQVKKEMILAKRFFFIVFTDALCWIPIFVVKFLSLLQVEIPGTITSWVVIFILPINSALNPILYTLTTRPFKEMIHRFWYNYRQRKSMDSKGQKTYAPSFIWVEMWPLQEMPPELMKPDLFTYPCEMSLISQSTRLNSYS
D1 PAM: potentiators of human D1 dopamine receptor; HEK293 TREx D1 cells, calcium flux, dopamine EC20 potentiation; potentiation, % at 10 µM; 360,000 tested, 0.036% active; AID 504651; in the data active = potentiation above about 30%; note: 0% is about no effect
D1 antag: blocks dopamine activation of the human D1 receptor | P21728 | 360,000 tested, 3.2% active | HEK293 TREx D1 cells, calcium flux, dopamine EC80; active compounds read low | activity change, negative = inhibition, % at 10 µM; in the data active = activity change below about -30%; note: % is set by controls: 0 for no effect and ±100 for the full control effect
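Inducible Hek293 Trex D1 cells (tetracycline, overnight, 30 C). Calcium dye 30–90 min RT. Antagonist mode: EC80 dopamine added after 180 s compound read.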
Starred values were filed as active, the others as inactive; ? = inconclusive; nt = not tested or not shown; & = joins results of further samples. Cut-off read from the data, not from the text of the source, unless noted: active = activation above about 30%; inactive = the rest.

SMILES	D2 agonist	D2 PAM	D2 antagonist	D1 ag	TRHR agonist	TRHR enhancer	RXFP1 antagonist	D1 PAM	D1 antag
CCOCCc1nnc(NC(=O)CSc2ccccc2)s1	-1.8	7	-15	5	0.1	0	3	-3	-11
CCOC(=O)c1cnc2c(-c3ccc(Cl)cc3)cnn2c1C	-0.2	1	0	2	0.5	2	-15	-4	-3
CCCc1nc2oc3cc(OC)ccc3c(=O)c2c(=O)n1Cc1ccco1	0.5	6	-7	14	0.6	-1	-7	-1	25
COc1cc2c(cc1OC)CN(C(=O)CCCN1C(=O)c3ccccc3C1=O)CC2	-0.4	3	-14	2	-0.3	2	-9	5	1
Cc1cc(C)nc(SCC(=O)Nc2ccc(S(=O)(=O)Nc3onc(C)c3C)cc2)n1	-0.3	-18	12	2	0.2	-1	nt	-4	-1
CCOC(=O)c1c(C)[nH]c(C(=O)O)c1C	0.5	4	2	3	-0.3	0	14	-5	-2
Cc1ccccc1NS(=O)(=O)c1ccc2[nH]cc(C(=O)NCCc3ccccc3)c(=O)c2c1	0.2	-7	nt	6	0.7	-6	-34	-1	10
CS(=O)(=O)c1ccc2nc(NC(=O)Nc3cccc(Cl)c3)sc2c1	-0.6	0	8	34*	0.4	1	?	-3	-26
CCN1C(=O)[C@H]2[C@@H](c3ccc(OC)cc3)N3C(=O)CN(CCOC)C(=O)[C@@]3(Cc3ccccc3)[C@H]2C1=O	1.2	6	-21	0	1.0	-3	nt	-6	-9
C/C(=N\Nc1nc(N2CCCCCC2)nc(N2CCCCCC2)n1)c1ccccc1	0.0	-3	-1	1	-2.3	-5	-4	-6	-7
O=C(NC1c2ccccc2-c2ccccc21)N1CCOCC1	nt	nt	nt	1	-0.2	-1	-10	0	-6
COc1ccc(C(=O)Nc2cccc(S(C)(=O)=O)c2)cc1	-0.3	1	30	0	-0.3	-2	3	-1	2
O=c1cc(-c2ccc(F)cc2)nc(SCc2nc(-c3cccc(C(F)(F)F)c3)no2)[nH]1	0.5	11	nt	0	0.2	2	-3	0	-3
O=C(/C=C/c1ccc(OC(F)F)cc1)OCC(=O)N1CCc2ccccc21	-0.5	7	-4	5	0.8	9	-6	-5	-2
O=C1C(Nc2cccc(O)c2)=C(N2CCCCC2)C(=O)c2ccccc21	0.4	4	-5	2	1.0	3	5	2	0
O=C(NCC(c1ccco1)S(=O)(=O)c1cccs1)c1ccc(Cl)cc1 (stereo not drawn)	0.1	0	nt	2	-0.1	17	2	-1	nt
COc1cc(/C=C(\C#N)c2nc3ccccc3[nH]2)ccc1OCc1cccc(C(F)(F)F)c1	0.5	10	nt	0	1.5	-1	-5	-2	17
Cc1ccccc1OCc1n[nH]c(=S)n1Cc1ccccc1	-2.5	5	-10	6	-1.0	3	-11	-8	5
CCC/C=N/NC(=O)c1ccccc1O	nt	nt	nt	0	1.0	28	12	-3	2
Cc1noc(C)c1COc1ccccc1C(=O)NCCOc1ccccc1F	-0.4	17	7	3	-1.0	-6	-2	-5	-6
COc1ccc(C2=NS(=O)(=O)N(C)C(C(=O)N3CCCCC3C)=C2)cc1 (stereo not drawn)	0.5	-17	-12	1	-0.3	2	-4	-10	-3
COc1ccccc1NC(=O)c1c(C)cc(C)nc1SCC(=O)c1ccc(Cl)cc1	nt	21	nt	9	-1.2	4	6	0	8
Cc1cc(=O)oc2cc(OCC(=O)OCC(=O)Nc3ccccc3F)ccc12	0.4	6	2	10	-0.1	-1	-16	-4	-7
COc1cccc(NC(=O)NC2(C(=O)N3CCN(C)CC3)CCCCC2)c1	0.1	-14	-8	5	0.5	-2	17	-11	12
C/C(=N/NC(=O)C1COc2ccccc2O1)c1ccc(Br)s1 (stereo not drawn)	0.8	4	6	2	0.1	0	6	-2	-5

Ordered by SMILES length (rising): part of the list above.
SMILES	D2 agonist	D2 PAM	D2 antagonist	D1 ag	TRHR agonist	TRHR enhancer	RXFP1 antagonist	D1 PAM	D1 antag
CCOC(=O)c1cnc2c(-c3ccc(Cl)cc3)cnn2c1C	-0.2	1	0	2	0.5	2	-15	-4	-3
CCCc1nc2oc3cc(OC)ccc3c(=O)c2c(=O)n1Cc1ccco1	0.5	6	-7	14	0.6	-1	-7	-1	25
Cc1cc(C)nc(SCC(=O)Nc2ccc(S(=O)(=O)Nc3onc(C)c3C)cc2)n1	-0.3	-18	12	2	0.2	-1	nt	-4	-1
COc1cc(/C=C(\C#N)c2nc3ccccc3[nH]2)ccc1OCc1cccc(C(F)(F)F)c1	0.5	10	nt	0	1.5	-1	-5	-2	17
CCN1C(=O)[C@H]2[C@@H](c3ccc(OC)cc3)N3C(=O)CN(CCOC)C(=O)[C@@]3(Cc3ccccc3)[C@H]2C1=O	1.2	6	-21	0	1.0	-3	nt	-6	-9

New compounds follow:
SMILES	D2 agonist	D2 PAM	D2 antagonist	D1 ag	TRHR agonist	TRHR enhancer	RXFP1 antagonist	D1 PAM	D1 antag
Cc1ccc(NC(=O)CC2Sc3ccccc3NC2=O)c(C)c1 (stereo not drawn)	-1.7	2	nt	29	-0.2	-1	nt	-2	-1
Cc1ccnc(NC(=O)CCNS(=O)(=O)c2ccc(C)c(C)c2)c1	0.2	-5	7	2	0.1	-4	2	13	5
Cn1c(SCC(=O)N/N=C/c2ccccn2)nnc1-c1ccccc1	0.3	-6	-3	1	-0.1	3	-14	-2	-3
COc1cc(N)cc(NC(=O)c2ccncc2)c1	-0.1	1	-5	3	-0.3	0	-19	6	16
Cc1ccc(CN(CC(=O)NC2CCCCC2)C(=O)c2csnn2)cc1	0.1	-10	-2	0	0.5	-2	-2	-3	8
COc1ccccc1/C=C/CN1CCCCC1	0.3	-26	-4	6	0.1	-1	-15	-2	-13
CCOc1ccc(NC(=S)Nc2cc(OC)c(Cl)cc2OC)cc1	-1.7	-7	11	4	-0.8	1	-12	0	8
Cc1cc(N/N=C/c2cccc(Br)c2)nc2ccccc12	-0.6	-11	-16	3	-0.8	3	-8	-4	-1
O=C1CCCC2=C1C(c1ccsc1)CC(=O)N2c1ccccc1 (stereo not drawn)	-0.1	18	-10	1	0.7	0	9	0	-3
O=S(=O)(c1ccc(Cl)cc1)N1CCN(c2ccc(N3CCOCC3)nn2)CC1	-0.6	-3	1	-1	-0.1	17	-5	2	-12
COc1cccc(-c2c(C(=O)N/N=C(\C)c3cccs3)nnn2-c2nonc2N)c1	37*	-2	3	216*	-2.0	7	-7	0	22
CC(C(=O)Nc1ccc(N(C)C)cc1)N1C(=O)c2ccccc2S1(=O)=O (stereo not drawn)	1.7	-10	25	0	0.1	-2	-15	-2	-7
O=C(CN1C(=O)C2C3C=CC(C3)C2C1=O)Nc1ccc(C(=O)O)cc1 (stereo not drawn)	0.6	0	15	6	0.8	-3	-5	-3	-30*
c1ccc2c(-c3csc(-c4ccncc4)n3)c[nH]c2c1	1.8	4	6	1	-0.1	2	0	-4	6
FC(F)(F)c1ccccc1/C=N/Nc1ccccn1	-0.2	-5	1	0	-1.0	-1	-24	-1	1
CCOc1ccc(NC(=O)CC(Cc2ccc(Cl)cc2)C(=O)O)cc1 (stereo not drawn)	-0.8	16	-4	0	0.8	6	1	0	9
COc1ccc(CNC(=O)C(C)N2CCN(S(=O)(=O)c3ccccc3F)CC2)cc1 (stereo not drawn)	-0.1	21	-22	2	-0.2	-4	-8	-5	5
COc1ccc(C(=O)C2CCCN(C(=O)c3ccnn3C)C2)c(C)c1 (stereo not drawn)	0.1	-7	3	2	0.4	1	-6	3	5
CCN(CC)S(=O)(=O)c1ccc2c(c1)N(CC(=O)NCCc1ccc(S(N)(=O)=O)cc1)C(=O)CO2	nt	15	nt	0	1.2	-6	-11	4	2
CCSc1nnc(-c2sc3nnc(-c4ccccc4)c(-c4ccccc4)c3c2N)o1	39*	-2	-27	109*	64*	6	-3	3	-1
CCOc1ccc(CN2CCNC(=O)C2CC(=O)OC)cc1 (stereo not drawn)	0.9	26	10	2	0.4	3	nt	nt	-4
O=C(OCc1c(Cl)cccc1Cl)c1ccccn1	0.3	5	35*	6	-0.1	-2	-8	0	-12
CC(=O)N1CCc2cc(S(=O)(=O)NC(C(=O)NC(C)c3ccccc3)C(C)C)ccc21 (stereo not drawn)	-0.1	5	6	1	-0.2	6	-14	4	-10
N#Cc1cc2c(nc1SCC(=O)NCc1ccc3c(c1)OCO3)CCCCC2	-0.9	-14	-9	1	1.1	-9	6	-2	-10
CCOc1ccc(Cc2nnc(N)s2)cc1OCC	-0.2	-3	17	-1	0.2	-1	-10	-2	-24

Retrieved by compound from the entries so far, 5 records:
SMILES	D2 agonist	D2 PAM	D2 antagonist	D1 ag	TRHR agonist	TRHR enhancer	RXFP1 antagonist	D1 PAM	D1 antag
COc1cc(N)cc(NC(=O)c2ccncc2)c1	-0.1	1	-5	3	-0.3	0	-19	6	16
COc1ccc(C(=O)C2CCCN(C(=O)c3ccnn3C)C2)c(C)c1 (stereo not drawn)	0.1	-7	3	2	0.4	1	-6	3	5
CC(=O)N1CCc2cc(S(=O)(=O)NC(C(=O)NC(C)c3ccccc3)C(C)C)ccc21 (stereo not drawn)	-0.1	5	6	1	-0.2	6	-14	4	-10
Cc1ccc(CN(CC(=O)NC2CCCCC2)C(=O)c2csnn2)cc1	0.1	-10	-2	0	0.5	-2	-2	-3	8
c1ccc2c(-c3csc(-c4ccncc4)n3)c[nH]c2c1	1.8	4	6	1	-0.1	2	0	-4	6

Going on with the list.
SMILES	D2 agonist	D2 PAM	D2 antagonist	D1 ag	TRHR agonist	TRHR enhancer	RXFP1 antagonist	D1 PAM	D1 antag
COC(=O)C(C)Sc1ccc2nnc(CCNS(=O)(=O)c3ccc(C)cc3)n2n1 (stereo not drawn)	-1.0&-0.5	0&2	1	2&3	-0.6&-0.2	16&-2	-5&-18	-2&4	17&-2
C/C(=N/NC(=O)c1nnn(-c2nonc2N)c1-c1ccccc1)c1ccncc1	2.3	-10	-2	-3	0.6	-5	5	2	16
CCOC(=O)c1[nH]c(C)c(C(=O)NCC2CCCO2)c1C (stereo not drawn)	-0.1	-4	4	8	-0.6	-8	14	3	-11
N=c1c(C(=O)NCc2ccccc2)cc2c(=O)n3ccccc3nc2n1CCCN1CCOCC1	0.7	-4	-2	2	0.3	5	10	2	4
CCCN1C2CCCC1CC(NC(=S)Nc1cccc(C)c1C)C2 (stereo not drawn)	-0.1	-10	-16	2	-0.3	-8	0	-13	-13
Cc1ccnc(NS(=O)(=O)c2ccc(NC(=O)Cc3ccc(Cl)cc3)cc2)n1	-1.0	5	1	1	0.5	4	-9	-3	24
CCN(C(=O)COc1ccc(C)nc1[N+](=O)[O-])C1CCS(=O)(=O)C1 (stereo not drawn)	0.1	1	-5	0	0.5	-2	-1	1	1
COc1ccccc1N1CCN(C(=O)c2cc(=O)c3ccc(C)cc3o2)CC1	0.1	5	-1	3	-0.8	-5	-6	-5	-3

Source: PubChem (National Center for Advancing Translational Sciences (NCATS))
